Compound activity from PubChem.
TbMetRS inhib: blocks T. brucei methionyl-tRNA synthetase activity; inhibition, % at 11.9 µM; purified T. brucei MetRS, ATP depletion, Kinase-Glo luminescence; AID 624268; 0.4% of 360,000 active;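 active means inhibition above a per-plate cutoff of the control wells' mean inhibition plus 3 SD, cut at about 5.5% in these data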;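 further: 0% = DMSO wells median and 100% = median of wells with control inhibitor compound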
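Material: T. brucei methionyl-tRNA synthetase, purified; reagent: substrates ATP, L-methionine and bulk Escherichia coli tRNA; dosing: 11.9 µM single point; timing: 15 min plus 2 h at 25 °C; detection: luminescence of leftover ATP; evaluation: % inhibition; control set: DMSO-only wells as low control; replicates: singlicate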
CendR NRP1 mod: modulators of CendR peptide binding to human neuropilin-1; 0.85% of 360,000 active; inhibition, % at 25 µM; AID 602438; FAM-RPARPAR peptide binding to NRP-1, fluorescence polarization; O14786;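 active means inhibition or corrected inhibition above about 18%, plus a signal ratio from 0.5 to 1.5, limit read from the data, passing the limit was not always enough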; further: strong numbers were not always called active
Target sequence (O14786 whole entry, looked up): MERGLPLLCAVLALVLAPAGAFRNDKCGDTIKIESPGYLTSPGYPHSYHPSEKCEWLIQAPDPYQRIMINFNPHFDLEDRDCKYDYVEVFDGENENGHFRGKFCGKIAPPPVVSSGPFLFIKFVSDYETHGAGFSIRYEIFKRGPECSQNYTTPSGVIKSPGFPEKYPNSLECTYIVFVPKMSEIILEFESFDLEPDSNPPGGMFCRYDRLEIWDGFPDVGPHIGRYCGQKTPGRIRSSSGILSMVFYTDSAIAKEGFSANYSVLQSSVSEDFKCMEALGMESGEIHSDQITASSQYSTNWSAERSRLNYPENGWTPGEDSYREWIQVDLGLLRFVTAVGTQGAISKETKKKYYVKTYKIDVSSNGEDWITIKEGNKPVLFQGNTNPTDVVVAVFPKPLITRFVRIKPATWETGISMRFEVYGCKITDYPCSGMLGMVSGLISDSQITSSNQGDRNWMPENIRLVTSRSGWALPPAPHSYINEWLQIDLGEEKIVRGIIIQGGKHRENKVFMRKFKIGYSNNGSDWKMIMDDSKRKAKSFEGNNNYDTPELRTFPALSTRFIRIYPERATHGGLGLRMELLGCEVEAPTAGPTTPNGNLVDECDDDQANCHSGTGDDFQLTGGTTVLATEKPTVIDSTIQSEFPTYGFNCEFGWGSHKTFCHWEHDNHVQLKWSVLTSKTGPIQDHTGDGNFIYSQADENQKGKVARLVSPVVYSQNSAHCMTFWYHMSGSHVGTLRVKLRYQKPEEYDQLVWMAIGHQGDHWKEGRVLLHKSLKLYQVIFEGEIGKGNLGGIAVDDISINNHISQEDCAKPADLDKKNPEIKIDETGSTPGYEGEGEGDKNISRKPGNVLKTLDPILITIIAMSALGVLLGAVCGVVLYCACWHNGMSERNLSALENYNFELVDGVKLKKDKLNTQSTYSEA
STEP block: STEP (human) phosphatase inhibition | P54829 | inhibition, % at 20 µM | recombinant STEP, OMFP fluorogenic substrate, fluorescence | AID 588621 | 0.25% of 360,000 active;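 active means inhibition at 20 µM, scaled per plate between control wells, above about 37%, limit read from the data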;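 further: 0% = DMSO with enzyme and substrate and 100% = substrate only without enzyme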
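Also added – OMFP at 25 µM · Test system – STEP tyrosine phosphatase · Technique – FITC-channel fluorescence of OMFP product · Schedule – 20 min at room temperature, dark · Evaluation – control-normalized % inhibition with plate pattern correction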
LMPTP inh: blocks human LMPTP phosphatase | P24666 | inhibition, % at 20 µM | 0.22% of 360,000 active | recombinant LMPTP-A, OMFP fluorogenic substrate, fluorescence intensity;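 active means compounds that cut the enzyme signal by at least half of the control window in the single-dose screen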;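 further: plate controls were DMSO wells with enzyme plus substrate for no effect and substrate without enzyme for full effect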
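test system = LMPTP-A | amount = 0.625 nM LMPTP-A final | reagent = fluorogenic phosphatase substrate OMFP at 400 µM final | incubation = 50 min at room temperature | benchmarks = no-enzyme low control, uninhibited high control | medium = Bis-Tris pH 6.0, DTT, detergent | signal = fluorescence intensity of OMFP turnover product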
SUMO1-SIM PPI: SUMO1-SIM interaction modulation; P63165; SUMO1 binding to a labelled peptide, TR-FRET, 1 h; inhibition, % at 20 µM; 0.33% of 360,000 active; in the data active means inhibition above about 37%
DNMT1 block: inhibitors of human DNMT1; P26358; DNMT1 molecular beacon, Hinp1I cleavage, fluorescence; inhibition (reported as % activation of signal), % at 10 µM; 0.83% of 360,000 active; in the data active means inhibition above about 50%
MsrA inh: bovine MsrA inhibition; purified bovine MsrA, absorbance read-out; inhibition, % at 15.5 µM; 0.75% of 360,000 active; AID 651718; in the data active means inhibition above about 4.5%;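 further: 0% = vehicle wells with enzyme and 100% = reference inhibitor wells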
bovine MsrA act: activators of bovine methionine sulfoxide reductase A; purified bovine MsrA, absorbance read-out; activation, % at 10.6 µM; 0.3% of 360,000 active; AID 602163; in the data active means activation above about 7.5%;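 further: 0% = vehicle and 100% = reference activator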
E coli Lon inh: inhibits E. coli Lon protease | P0A9M0 | purified E. coli Lon protease, fluorescence polarization | inhibition, % at 7.94 µM | 0.42% of 360,000 active | AID 602123; in the data active means inhibition above about 13%, passing the limit was not always enough;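 further: 0% = enzyme with probe and DMSO and 100% = no enzyme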
Scp1 inh: blocks human Scp-1 phosphatase activity; Q9GZU7; Recombinant Scp1, phosphopeptide, malachite green phosphate absorbance; inhibition, % at 20 µM; 0.88% of 340,000 active; AID 493091;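 active means inhibition above about 50% at 20 µM, limit read from the data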;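 further: plate controls were DMSO wells with enzyme for no effect and wells lacking enzyme for full effect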
Target sequence (Q9GZU7 76-261 limits assumed): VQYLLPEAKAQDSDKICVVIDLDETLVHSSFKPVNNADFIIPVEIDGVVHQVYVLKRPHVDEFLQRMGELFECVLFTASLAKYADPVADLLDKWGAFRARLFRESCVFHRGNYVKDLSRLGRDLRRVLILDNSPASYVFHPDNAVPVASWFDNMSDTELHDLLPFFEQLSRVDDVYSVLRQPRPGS
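Material – SCP-1 phosphatase catalytic domain, residues 76-261 · Buffer or medium – Acidic Tris acetate buffer with magnesium and detergent · Also added – Phospho 17-mer peptide substrate · Compound – single 20 µM dose, 1% DMSO · Times – 45 min room-temperature reaction, 5 min colour, 30 min stabiliser · Technique – Phosphate-binding colour reagent, absorbance read at 630 nm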
An asterisk follows results filed as active; · = no result given.

SMILES	TbMetRS inhib	CendR NRP1 mod	STEP block	LMPTP inh	SUMO1-SIM PPI	DNMT1 block	MsrA inh	bovine MsrA act	E coli Lon inh	Scp1 inh
COc1cc(OC)cc(C(=O)Nc2ccc(S(=O)(=O)Nc3ncccn3)cc2)c1	0.2	-3	-1	-0.2	9	2	-0.5	-6	6	-12
COc1cc(OC)c(OC)cc1/C=N/n1c(C)nnc1C	-0.3	7	1	0.0	-3	0	3.2	3	-4	-13
O=C(c1ccco1)N1CCN(CCOc2ccc(F)cc2)CC1	-0.5	-9	-2	-3.1	1	0	·	-2	-3	2
O=C(NCC1CCCO1)c1cnn2c(C(F)F)cc(C3CC3)nc12 (centres undefined)	0.2	-13	0	0.3	-1	-1	0.3	-1	-15	-2
Cc1ccc(NC(=O)c2cccc(S(=O)(=O)N3CCN(C)CC3)c2)cc1F	-0.9	11	-2	0.3	1	0	-0.2	-9	0	-8
CCOC(=O)N1CCN(C(=O)CCCn2c(=S)[nH]c3ccsc3c2=O)CC1	2.8	7	4	5.1	1	0	0.6	-3	3	-6
CCN(CC)C(=O)CCSc1nnc(-c2ccncc2)o1	-0.9	2	-4	-0.1	1	-12	0.5	-1	-5	-2
Cn1c(=O)[nH]c(=O)c2c1nc(Br)n2Cc1ccccc1F	-2.7	-5	-1	-1.6	0	3	1.1	-8	-8	11
CC(C)C[C@@H](COCc1cccc(Cl)c1)N1CCN(C(=O)c2ccc(C(F)(F)F)cc2)CCC1=O	-1.0	7	·	3.2	1	·	0.3	0	-7	·
O=C(NCc1ccccc1)C(c1ccc(F)cc1)N(Cc1cccs1)C(=O)c1cnccn1 (centres undefined)	-0.6	8	2	-0.1	1	1	-0.4	-7	-6	-1
Cc1cc(C)c(C)c(OCC(=O)N2CCOCC2)c1	0.8	13	-3	-0.8	-2	-2	-0.6	0	14	-2
Cc1nc(C(F)(F)F)ccc1C(=O)N1CCC1(C)C(=O)NS(=O)(=O)c1ccccc1 (centres undefined)	-0.3	12	-1	1.0	-2	3	0.8	-5	12	·
CCCCCCn1c(=O)n2n(c1=O)[C@@H]1CN(S(=O)(=O)c3ccc(C)cc3)C[C@]1(O)[C@@H](OC(=O)NC1CCCC1)C2	-0.2	-2	-1	1.3	0	-5	-0.1	-6	-8	·
COc1ccc(C)cc1NC(=O)CN1CCN(c2ccccc2F)CC1	-1.6	-10	1	1.0	-1	1	0.7	-10	-6	5
O=C1c2oc3ccccc3c(=O)c2C(c2cccnc2)N1Cc1ccco1 (centres undefined)	0.0	-7	2	-0.6	-10	-1	1.5	-2	8	-5
COc1cc(-c2nc3ccccn3c2/N=C/c2cc(OC)c(OC)c(OC)c2)ccc1O	0.6	-1	2	0.4	-8	-4	3.4	-2	1	-17
O=C(Oc1ccc2ccccc2c1Br)N1CCCCCC1	-1.3	-9	-10	1.4	-8	-3	0.7	-9	-4	-9
COc1ccccc1NC(=O)OCC#CCOC(=O)Nc1ccccc1OC	-1.0	0	0	0.7	1	-1	-1.0	-3	0	-17
Cc1ccc(C(=O)COC(=O)C2CC(=O)N(c3nc(-c4ccccc4)cs3)C2)cc1 (centres undefined)	-1.4	-4	0	1.0	3	-7	0.1	-10	6	-10
COc1ccc(-n2nc(N)c(C(N)=O)n2)cc1	-1.2	10	2	-1.1	-2	4	1.6	-7	8	-1
CCC1(CC)N([O-])C(C)=C(c2ccccc2)[N+]1=O	-0.7	3	0	-0.6	1	3	-0.1	-4	-5	-2
COc1ccccc1N1CCN(C(=O)C2CCN(C(=O)c3ccccc3Cl)CC2)CC1	-0.3	-6	-2	0.4	9	1	0.7	0	-5	-7
Cc1ccc(-c2nnc(-c3cc(C)on3)o2)cc1	-0.6	-5	2	-0.9	2	-4	-1.7	-2	-13	-11
CC1(C)CC(=O)N(c2ccc(Cl)c(Cl)c2)C(=O)C1	-0.9	7	-5	-1.0	-2	-1	-0.2	-1	5	-6
Cc1cc(C)cc(OCC(=O)N(Cc2ccco2)c2c(N)n(Cc3ccccc3)c(=O)[nH]c2=O)c1	-0.2	-11	0	0.5	2	-1	-0.3	-3	-9	-5
NC(=O)c1c(NC(NC(=O)c2ccco2)C(=O)c2ccc(Cl)cc2)sc2c1CCCC2 (centres undefined)	-0.4	-5	1	0.9	-6	-14	0.0	-3	3	-10
CCOC(=O)c1sc(NC(=O)/C=C/c2cnn(CC)c2C)c(C(=O)OCC)c1C	-0.3	-5	5	4.0	-4	-1	0.2	-2	3	-4
Cc1ccc(OCCC(=O)OCC(=O)Nc2cc(C)nn2-c2ccccc2)cc1	-0.2	4	6	0.9	5	-1	-1.7	-2	-6	-7
CCN(Cc1ccncc1)C(=O)CSc1ccc2ccccc2c1	-0.1	-3	-1	-1.5	-1	0	1.1	-2	-6	-5
CCN(CC)c1ccc(C(=O)OCC(=O)NC2CCCCC2C)cc1 (centres undefined)	-0.5	2	-3	0.8	2	-3	1.0	-2	0	-4
CNC(=O)CC(C(=O)O)c1ccc(OCC(C)C)cc1 (centres undefined)	-0.6	9	-1	-1.8	-1	4	-0.3	-3	3	-10
Fc1ccc(-c2csc(=S)[nH]2)cc1	-0.7	10	-1	0.5	4	-1	2.0	8.0*	-6	1
CCc1nnc(NC(=O)C(NS(=O)(=O)c2ccc3c(c2)OCCO3)C(C)C)s1 (centres undefined)	0.2	-12	3	-0.6	2	-3	0.2	1	10	2
O=C1OC(Cc2ccccn2)C(=O)C1=C1SCCS1 (centres undefined)	0.4	5	-2	-1.2	-24	5	3.8	-5	-2	-8
Cc1ccc(O)c(-c2cc(-c3ccccc3C)[nH]n2)c1	-2.4	20	-4	0.8	-1	-13	0.1	-7	-7	3
COCc1cc(C)nc(SCC(=O)NC2CCCCC2C)c1C#N (centres undefined)	-0.3	8	-2	0.5	-19	2	0.6	-5	-4	-4
Cc1cccc(NC(=S)NC2CC3C=CC2C3)c1 (centres undefined)	-0.8	4	2	-0.5	3	4	-0.4	-5	-2	-4
O=C(c1cccc(S(=O)(=O)N2CCc3ccccc32)c1)N1CCc2ccccc2C1	-0.1	-8	4	3.5	1	0	0.5	-1	7	-3
O=C(COC(=O)c1cc2ccccc2o1)NCc1ccco1	-0.3	17	2	-1.9	2	-2	0.3	0	-6	-3
COc1ccc(C2C(C(=O)Nc3ccc4c(c3)OCCO4)c3ccccc3C(=O)N2C)cc1 (centres undefined)	-0.6	4	0	0.4	-4	-2	-0.6	-7	-5	3
CCOc1ccc(NC(=O)CN(C)Cc2cc(=O)n3c(-c4ccccc4)csc3n2)cc1OCC	2.8	-11	0	1.1	5	-1	0.9	-5	-12	-4
COc1ccc(-c2cc(C#N)nc(Oc3ccc(Cl)cc3)n2)cc1	-0.4	6	3	-1.7	1	0	-0.6	-5	-4	-5
C=CCn1cc(C(=O)OCC)c(=O)c2cc(F)c(F)cc21	-0.4	-1	-2	-2.4	-5	3	0.0	-1	1	-1
CCOC(=O)C(CC)n1cnc2c(nnn2-c2ccc(F)cc2)c1=O (centres undefined)	0.3	0	1	-0.7	-1	0	0.2	-1	-2	-7
O=c1[nH]c(CN2CCN(c3ccccc3O)CC2)nc2scc(-c3ccccc3Cl)c12	-0.7	-9	0	1.6	2	-7	0.1	-3	-12	-11
CC1(C)COC(c2ccccc2Cl)OC1	0.6	8	-3	-1.3	2	-3	0.1	-2	3	-18
COc1ccc2nc3cc(Cl)ccc3c(Nc3cc(C(C)C)c(O)cc3C)c2c1	1.1	8	13	5.4	3	-4	1.7	-1	11	-3
Clc1ccc(-c2onc3c2CCCC3)cc1	-0.1	3	2	1.7	1	3	0.6	1	-9	-5
C[C@@H](c1ccccc1)N1C[C@@H](COCc2ccccc2)Oc2cc(N3CCC[C@@H]3CO)ccc2S1(=O)=O	-1.3	-15	·	0.1	0	·	1.2	-8	-7	·
Cc1c(C(=O)O)oc2ccc(S(=O)(=O)N(CC(C)C)CC(C)C)cc12	-0.3	-4	1	-1.0	1	1	-0.1	-4	-3	-6

Structural class: the entries above containing a CF3 group
SMILES	TbMetRS inhib	CendR NRP1 mod	STEP block	LMPTP inh	SUMO1-SIM PPI	DNMT1 block	MsrA inh	bovine MsrA act	E coli Lon inh	Scp1 inh
CC(C)C[C@@H](COCc1cccc(Cl)c1)N1CCN(C(=O)c2ccc(C(F)(F)F)cc2)CCC1=O	-1.0	7	·	3.2	1	·	0.3	0	-7	·
Cc1nc(C(F)(F)F)ccc1C(=O)N1CCC1(C)C(=O)NS(=O)(=O)c1ccccc1 (centres undefined)	-0.3	12	-1	1.0	-2	3	0.8	-5	12	·

(more compounds)
SMILES	TbMetRS inhib	CendR NRP1 mod	STEP block	LMPTP inh	SUMO1-SIM PPI	DNMT1 block	MsrA inh	bovine MsrA act	E coli Lon inh	Scp1 inh
CCOC(=O)N1CCN(Cc2oc(CO)cc(=O)c2O)CC1	-0.2	-2	-4	1.1	3	2	0.0	-5	1	1
CC(C)N(C(=O)[C@H]1CC(CC(=O)NCCN2CCOCC2)C(=O)N2CCc3c([nH]c4ccccc34)[C@]12C)C(C)C (some centres undefined)	-0.5	6	0	-6.0	0	-1	0.6	1	2	-4
NS(=O)(=O)c1ccc(CNC(=O)c2cc(S(=O)(=O)N3CCOCC3)ccc2N2CCCC2)cc1	0.5	-8	-1	-0.9	8	10	1.6	-2	4	·
O=C(NCc1cccnc1)c1ccc(-c2cc(Cl)ccc2Cl)o1	0.5	3	-2	0.0	-7	1	-0.8	-4	1	6
CC(=O)C[C@H](O)CC(=O)[C@@H]1OC(=O)CCCCC/C=C/Cc2ccccc21	-0.4	22	1	-0.2	-1	1	0.2	-6	-9	-8
O=C(CC1SC(=Nc2ccccc2)N(CCO)C1=O)Nc1ccccc1 (centres undefined)	-1.0	1	0	-0.9	-2	1	-0.2	-12	6	-1
CCSc1n[nH]c2nc3c(c(=O)n12)C1(CCCC1)Cc1ccccc1-3	0.6	-13	2	0.8	1	0	1.2	1	-4	1
Cc1ccc(C)c(S(=O)(=O)N(C)Cc2cccs2)c1	-0.3	10	-1	0.7	2	-2	1.6	-6	0	-6

A few values from the results shown.
Value of CC(=O)C[C@H](O)CC(=O)[C@@H]1OC(=O)CCCCC/C=C/Cc2ccccc21 in bovine MsrA act: -6
Value of Cc1ccc(C)c(S(=O)(=O)N(C)Cc2cccs2)c1 in STEP block: -1
Value of CCSc1n[nH]c2nc3c(c(=O)n12)C1(CCCC1)Cc1ccccc1-3 in LMPTP inh: 0.8
Value of O=C(CC1SC(=Nc2ccccc2)N(CCO)C1=O)Nc1ccccc1 (centres undefined) in DNMT1 block: 1
Value of NS(=O)(=O)c1ccc(CNC(=O)c2cc(S(=O)(=O)N3CCOCC3)ccc2N2CCCC2)cc1 in E coli Lon inh: 4
